S3 lipid droplet: qHTS Assay for Lipid Storage Modulators in Drosophila S3 Cells | Drosophila S3 cells, BODIPY lipid droplet fluorescence, 18-24 h; cells fed with added oleic acid | Potency in µM for hits, for the others lipid storage change, negative = inhibition, % at the top dose, mostly 46.1 µM | 0.64% of 320,000 active | AID 2685; active = well fitted inhibition curve with a large enough effect in the signal ratio, with a control signal flat, not every such curve was filed as active; inconclusive = small, poorly fitted or top-dose-only effect, or effect the other way, or a change in a side signal; the % refers to the signal ratio
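Drosophila S3 cells loaded with oleic acid (400 uM, as added) and compounds at several concentrations; lipid droplets imaged by 488-nm laser-scanning cytometry, 500–530 nm intensity and object ratio to cell channel. Percent activity normalized to 20 uM Triacsin C.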
S3 lipid droplet cell count max: recorded beside S3 lipid droplet, whose call it bears; cell number change, %; measured here: cell count max response;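 cells counted by Cell Tracker Red CMTPX staining in the red channel; peak over a dose series mostly up to 46.1 µM; percent activity relative to internal control wells on each plate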
The depositor's hits bear a star; i = inactive; u = inconclusive; x = not tested or not shown; [ ] = remark or other dose. % is set by controls: 0 for no effect and ±100 for the full control effect; potency is the fitted concentration of half-maximal effect. A portion of the library. The share of hits here may be higher or lower than overall.

SMILES	S3 lipid droplet	S3 lipid droplet cell count max
Cc1cccnc1CNC(=O)C1CCC(=O)N(CCc2cccc(F)c2)C1 (configuration not stated)	i	x
COc1ccc(N(C(C)C(=O)N2CCCC2)S(C)(=O)=O)cc1 (configuration not stated)	u	x
O=C(NCCCN1CCN(c2ccccc2F)CC1)Nc1ccccc1[N+](=O)[O-]	u	x
COc1ccc(/C=C(/NC(=O)/C=C/c2ccccc2)C(=O)NCCCCCC(=O)O)cc1	-4%	15
CCOC(=O)c1ccc(NC(=O)c2cnccn2)cc1	u	x
COc1cc(-c2nnc(COC(=O)c3cc(C)nc4ccc(C)cc34)o2)cc(OC)c1OC	u	x
N[C@@H](Cc1ccccc1)C(=O)N1CCC(C(=O)NCC(=O)NCC(=O)O)CC1	u	x
COC(=O)N/N=C/c1ccc(-c2ccc(Cl)cc2Cl)o1	u	x
CCCCn1c(N)c(N(CCOC)C(=O)COC(=O)/C=C/c2ccc(Br)cc2)c(=O)[nH]c1=O	-18%	0
CCCC(=O)n1nc(-c2ccccc2)nc1N	1%	-30
COC(=O)c1ccc(C(=O)OC)c(-n2c(=O)c3ccccc3c3ccccc3c2=O)c1	u	x
CCOc1ccccc1NC(=O)C1CCN(c2ccc(S(=O)(=O)N3CCCC3)cc2)CC1	23%	0
O=C(O)c1ccc2oc(SCC(=O)N3CCCCC3)nc2c1	i	x
Cc1ccc(C2CC(c3cccc(NS(C)(=O)=O)c3)=NN2S(C)(=O)=O)cc1 (configuration not stated)	7%	-3
CCOC(=O)Cc1csc(NC(=O)CSc2nc(=O)[nH]c3c2CCCC3)n1	i	x
CSCCC(NC(=O)c1ccc([N+](=O)[O-])cc1Cl)C(=O)OCC(=O)N(C)C (configuration not stated)	3%	7
COc1ccc(NC(=S)N2CCCC(c3nc4ccc(C)cc4[nH]3)C2)cc1 (configuration not stated)	20%	2
COc1ccc(CCCC(=O)NC2CCCCC2)cc1	18%	0
CCOc1cc(C(=S)N2CCOCC2)ccc1OC(=O)c1ccccc1	i	4
FC(F)(F)c1cccc(Oc2cc(C(F)(F)F)nc(-c3ccccn3)n2)c1	u	x
S=C(Nc1ccc2c(c1)OCO2)N1CCCC1	4%	9
Cc1ccc(C(=O)COC(=O)c2cnccn2)cc1[N+](=O)[O-]	-8%	7
CCN(CC)CCN(C(=O)c1ccc(S(=O)(=O)N2CCCCC2)cc1)c1nc2cc3c(cc2s1)OCO3	u	x
Cc1c(C(=O)NC2CCCCC2)oc2ccccc12	-23%	x
COc1cc2ccccc2cc1C(=O)N1CCCC1	i[0.369 µM]	2
O=C(CS(=O)(=O)Cc1ccccc1)Nc1nnc(C(F)(F)F)s1	4%	5
OCc1cn(-c2ccc(Cl)cc2)nn1	u	x
Cc1nc2ccccc2c(=O)n1NC(=O)/C=C/c1ccccc1Cl	u	x
CN(C)S(=O)(=O)c1ccc(-c2csnn2)s1	u	x
CCN1CCCC1CN(Cc1cc2ccc(C)c(C)c2[nH]c1=O)C(=O)Nc1ccccc1OC (configuration not stated)	u	x
CCOc1ccc(N2C(=O)C3C4C=CC(CC4)C3C2=O)c([N+](=O)[O-])c1 (configuration not stated)	u	x
Nc1cc(N)nc(SCC(=O)Nc2ccc3c(c2)OCCCO3)n1	i	9
COc1ccc(NC2CCCN(C(=O)CCOc3ccccc3)C2)cc1 (configuration not stated)	i	3
Nc1nnc(CC(=O)NCc2ccccc2)s1	u	x
CCOC(=O)N1CCN(CC(O)COc2ccc3c(c2)CCC3)CC1 (configuration not stated)	12%	-4
C(=N\Nc1nc(N2CCCC2)nc(N2CCCC2)n1)/c1ccncc1	0%	15
CCOP(=O)(OCC)c1nc(-c2ccccc2)oc1NCc1ccccc1	u	x
COCCn1c(SCC(=O)NCCc2ccccc2)nnc1-c1ccco1	u	x
CCc1nnc(NC(=O)c2ccc(-c3ccc([N+](=O)[O-])cc3Cl)o2)s1	0%	5
O=C(CN1CCOCC1)NC1C2CC3CC(C2)CC1C3 (configuration not stated)	u	x

By substructure: the compounds so far with a CF3 group
SMILES	S3 lipid droplet	S3 lipid droplet cell count max
FC(F)(F)c1cccc(Oc2cc(C(F)(F)F)nc(-c3ccccn3)n2)c1	u	x
O=C(CS(=O)(=O)Cc1ccccc1)Nc1nnc(C(F)(F)F)s1	4%	5

The results go on:
SMILES	S3 lipid droplet	S3 lipid droplet cell count max
Cc1ccc(NC(=O)c2ccc(CSc3ncnc4nc[nH]c34)cc2)c(C)c1	u	x
CCN(CC)S(=O)(=O)c1cccc(C(=O)NCC(=O)OCC(=O)NCc2ccccc2)c1	u	x
CCCNC(=S)NC1CC2CCCC(C1)N2CC(C)C (configuration not stated)	-19%	x
NC(=O)c1c(N)sc2c1CCCCC2	12%	4
COCCC1CCCCN1C(=O)c1ccc(OC2CCN(C(C)=O)CC2)c(OC)c1 (configuration not stated)	i	-18
Cc1ccc(SCCc2ccc(C)nc2)cc1	2%	-14
O=C(Nn1c(-c2ccncc2)nc2ccccc2c1=O)c1ccc([N+](=O)[O-])cc1Cl	u	x
CCOc1ccc(NC(=O)CCNc2c(N3CCCC3)c(=O)c2=O)cc1	u	x
COc1ccc(NC(=O)CSc2ccc(-c3sc(C)nc3C)nn2)cc1	u	x
CCOC1(OCC)N=C(N)C2(C#N)C(c3cccc(OC)c3OC)C12C#N (configuration not stated)	u	x
Cc1cccc(-n2ncc3c(NC(C)C)ncnc32)c1	u	x
Cc1ccc2c(Cl)cc(Cl)c(OCC(=O)N3CCOCC3)c2n1	u	x
Cc1ccc(-n2c(C)nnc2SCC(=O)NNC(=O)c2ccco2)cc1	1%	6
Cc1ccccc1OCCOC(=O)c1cc(S(=O)(=O)N2CCCCC2)ccc1N1CCOCC1	u	x
N#C/C(=C(/O)Cc1ccccc1)P(=O)(c1ccccc1)c1ccccc1	u	x
Cc1c(C)n(C(=O)CSc2nncn2C)c2ccccc12	24%	19
COc1cccc(NC(=O)CN(C)C(=O)c2cc3c(s2)CCC(C)C3)c1 (configuration not stated)	u	x
COc1ccc2cc(-c3csc(-c4cccnc4)n3)ccc2c1	i	2
CCNC(=O)C(=O)c1c(-c2ccccc2)[nH]c2ccccc12	u	x
O=C(NCCOc1ccccc1)c1ccc2c(c1)OCO2	i	19

Filtered by structure: the entries above containing a COOH group (3)
SMILES	S3 lipid droplet	S3 lipid droplet cell count max
COc1ccc(/C=C(/NC(=O)/C=C/c2ccccc2)C(=O)NCCCCCC(=O)O)cc1	-4%	15
N[C@@H](Cc1ccccc1)C(=O)N1CCC(C(=O)NCC(=O)NCC(=O)O)CC1	u	x
O=C(O)c1ccc2oc(SCC(=O)N3CCCCC3)nc2c1	i	x

Fetched one by one from the entries so far:
SMILES	S3 lipid droplet	S3 lipid droplet cell count max
CCOc1ccc(NC(=O)CCNc2c(N3CCCC3)c(=O)c2=O)cc1	u	x
CCCNC(=S)NC1CC2CCCC(C1)N2CC(C)C (configuration not stated)	-19%	x
COCCC1CCCCN1C(=O)c1ccc(OC2CCN(C(C)=O)CC2)c(OC)c1 (configuration not stated)	i	-18
Cc1ccc(-n2c(C)nnc2SCC(=O)NNC(=O)c2ccco2)cc1	1%	6
O=C(NCCOc1ccccc1)c1ccc2c(c1)OCO2	i	19
NC(=O)c1c(N)sc2c1CCCCC2	12%	4
Cc1ccc(SCCc2ccc(C)nc2)cc1	2%	-14

Next entries:
SMILES	S3 lipid droplet	S3 lipid droplet cell count max
O=C(O)c1ccc2c(c1)nnn2C1CCCCC1	u	x
Clc1ccc(Cl)c(-c2nc(-c3ccncc3)no2)c1	u	x
CCc1nc2ccc(C(=O)N3CCN(CC)CC3)cc2nc1CC	1%	4
Cc1nc2c(C)cccc2cc1C(=O)N/N=C/c1ccc(C(=O)O)cc1	3%	19
O=S(=O)(NCc1ccc2c(c1)OCO2)c1c(F)cc(F)cc1Br	u	x
C=CCN1C(=O)N(c2ccc(F)cc2)C(=O)C1CC(=O)Nc1ccc(Cl)cc1 (configuration not stated)	1%	14
COCc1cc(=O)[nH]c(SCCS(=O)(=O)c2ccc(Cl)cc2Cl)n1	5%	9
O=C(N/N=C\c1ccc(OC(=O)c2cccs2)cc1)c1ccc(Cl)cc1	u	x
CC(=O)n1nc(-c2ccccc2)nc1NCc1cccs1	-2%	7
COc1ccc(N2CCN(C(=O)COC(=O)c3ccc(Cl)nc3)CC2)cc1	-3%	-14
Cc1ccc(CC(=O)Nc2ccccc2-c2ccccc2)cc1C	u	x
N/C(=N/OC(=O)c1ccccc1Cl)c1ncc([N+](=O)[O-])s1	u	x
CC(C)CCNC(=O)C1CC(c2cccc(F)c2)=NO1 (configuration not stated)	u	x
O=C(Nc1nc2ccc(F)cc2s1)C1CC(=O)N(c2ccc3c(c2)OCCO3)C1 (configuration not stated)	u	x
CC(/C=C/c1ccc2c(c1)OCO2)=N/NC(=O)c1cccnc1	u	x
CC(C)OCCCNC(=O)CN1C(=O)CSc2ccc(S(=O)(=O)N3CCCCC3)cc21	2%	6
c1ccc(CSc2nnc(Cc3ccccn3)o2)cc1	u	x
COc1cccc(C=N[C@@H](CO)[C@@H](O)c2ccc([N+](=O)[O-])cc2)c1O	u	x
COc1ccc(CCNC(=O)CCCCCNC(=O)N2CCn3c2nc2ccccc23)cc1OC	i	7
Cc1ccccc1CSCC(=O)c1c(N)n(C)c(=O)n(C)c1=O	u	x

Compound profiles, as listed above.
Shown for CCN(CC)S(=O)(=O)c1cccc(C(=O)NCC(=O)OCC(=O)NCc2ccccc2)c1 = S3 lipid droplet = u; S3 lipid droplet cell count max = x
Shown for C(=N\Nc1nc(N2CCCC2)nc(N2CCCC2)n1)/c1ccncc1 = S3 lipid droplet = 0%; S3 lipid droplet cell count max = 15

New compounds follow
SMILES	S3 lipid droplet	S3 lipid droplet cell count max
CC(=O)c1cc(C#N)c(NCc2cc(-c3ccccc3)no2)nc1C	9%	13
Cc1cc(/C=N/NC(=O)c2ccccn2)c(C)n1-c1cccc([N+](=O)[O-])c1	u	x
COc1cccc(/C(O)=C2\C(=O)C(=O)N(c3ccccn3)C2c2ccccc2OC)c1 (configuration not stated)	u	x
CCC(=O)N1CCN(c2ccc(Cl)cc2NC(=O)Cc2ccccc2)CC1	14%	13
Cc1ccc2c(c1)N(CC(=O)NCCCN1CC(C)CC(C)C1)C(=O)c1cccnc1O2 (configuration not stated)	-19%	18
CCOC(=O)C1=C(N)OC2=C(C(=O)CC(C)(C)C2)C1c1ccoc1 (configuration not stated)	11%	x
CCOc1ccc(-c2c(C)sc3nc[nH]c(=O)c23)cc1	u	x
O=C1CSC(c2cccc(F)c2)N1c1ccccc1 (configuration not stated)	i	-15
O=C1CCCC2=C1C(c1cccs1)CC(=O)N2c1ccc(F)cc1 (configuration not stated)	u	x
O=C(Nc1ccnn1C1CCN(Cc2c(F)cccc2Cl)CC1)C1CCCC1	u	x
CCN(CC)S(=O)(=O)c1ccc(S(=O)(=O)N2CCC(N3CCCCC3)CC2)cc1	u	x
C=C(C)C(=O)Nc1cccc(C(C)=O)c1	u	x
COCCCN(Cc1ccco1)C(=O)Cn1ncc2c([nH]c3ccccc32)c1=O	-24%	-6
O=S(=O)(c1cc(Cl)ccc1Br)N1CCCCC1	i	-10
O=C(NC1CCCC1)C(c1c[nH]c2ccccc12)N(C(=O)Cn1nnc(-c2ccc(Cl)cc2)n1)c1ccccc1 (configuration not stated)	-9%	13
CC(C)C(O)C1CCN(Cc2nc(Cc3ccccc3Cl)no2)CC1 (configuration not stated)	12%	-1
CC(=O)N(c1ccccc1)C1SC(=O)N(c2ccccc2)C1=O (configuration not stated)	u	x
Fc1ccccc1CNC(=S)Nc1ccc(Cl)cc1	u	x
CCCNC(=O)NC(C)C12CC3CC(CC(C3)C1)C2 (configuration not stated)	u	x
COCCN(CCOC)c1nc(-c2ccc(C)cc2)nc2ccccc12	u	x
CC(=O)c1ccc(-c2ccc(C(=O)NC3CCCCCC3)o2)cc1	u	x
Cc1cnc([N+](=O)[O-])n1CCOC(=O)NC(=O)c1cccc(F)c1	u	x
CCC1CCCCN1CCCNC(=O)CCCOc1cc(=O)n(C)c2ccccc12 (configuration not stated)	-2%	15
FC(F)(F)c1nc2ncc(Cl)cc2[nH]1	-3%	-21
O=C(Nc1cc2c3c(c1)CC(=O)N3CCC2)c1c(F)cccc1F	u	x
Cc1nn(CC(=O)NCc2cc3ccccc3[nH]2)c(C)c1[N+](=O)[O-]	u	x
COc1ccc(C)cc1Nc1nc(C)nc2sc(C)cc12	u	x
CC(C)Cn1c(CN(Cc2ccccc2)Cc2ccccc2)nc2c1c(=O)n(C)c(=O)n2C	i	x
CCCCn1c(N)c(N(CCOC)C(=O)CCCc2nc3ccccc3s2)c(=O)[nH]c1=O	u	x
COc1ccc2c(c1)cc(C(=O)N[C@@H](Cc1ccccc1)C(=O)N[C@@H](C)C(=O)O)n2C	u	x
Cc1ccc(-n2c(SCC(=O)OC(C)C)nnc2-c2cnccn2)cc1	17%	1
CCCNC(=O)c1ccccc1NC(=O)c1ccccc1SC	u	x
COc1cc(CN2CC(=O)N(c3ccc(C)cc3)C2=S)cc(OC)c1OC	u	x
C=CCn1c(C)cc(C(=O)CN2C(=O)c3ccccc3C2=O)c1C	u	x
CCCCC(=O)Nc1cccc(-c2csc(-c3ccccc3)n2)c1	27%	2
O=C(CN1CCN(Cc2ccccc2)CC1)NCCNc1ccc([N+](=O)[O-])cn1	u	x
NC(N)=NCCCC(NC(=O)c1ccccc1)C(=O)Nc1ccc2ccccc2c1 (configuration not stated)	u	x
Cc1ccc(S(=O)(=O)NC2CC2)cc1	u	x
O=C(Nc1ccc2c(c1)CN(Cc1ccccc1O)CC2)C1CCCO1 (configuration not stated)	i	x
CCCc1nnc(NC(=O)CN2C(=O)c3ccccc3C2=O)s1	i	28
